SW480 rerep: induces DNA re-replication in SW480 colon adenocarcinoma cells; SW480 DNA re-replication, Hoechst DNA content imaging, 48 h; Potency, µM (series often up to 46.1 µM), without a hit: at the highest dose re-replication activation, usual class: activators; 340,000 compounds, 1.8% hits; AID 624297; note: potency is the fitted concentration of half-maximal effect; % of control where 0% means no effect; nearly all actives have a fitted effect of over 55% in size
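Readout is total intensity of Hoechst-stained nuclei, excited at 405 nm and collected at 500-530 nm. Compound treatment lasted 48 hr at 37 C in 5% CO2 before staining.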
MCF10A rerep: inducers of DNA re-replication in MCF 10A breast cells | Potency, µM (top dose mostly 46.1 µM), inactives show at the top dose activity, positive = re-replication, most hits filed as activators | 350,000 compounds, 2.9% hits | MCF 10A DNA re-replication, Hoechst nuclear intensity, 48 h; note: potency is the fitted concentration of half-maximal effect; % of control where 0% means no effect; nearly all actives have a fitted effect of over 50% in size
HT1080 IDH1KD tx: HT-1080 IDH1 knockdown cell toxicity (counter line) | HT-1080 IDH1 knockdown viability, ATP luminescence, 48 h | Potency, µM (titrated, usually from 46.1 µM), inactives show top-dose activity, negative = toxicity, usual class: cytotoxic | 360,000 compounds, 2% hits | AID 686971;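 note: potency is the fitted concentration of half-maximal effect; 0% = DMSO wells and -100% = cell-free medium wells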
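% activity derives from luminescence (CellTiter-Glo), normalised to DMSO and no-cell wells. HT-1080-IDH1KD cells, 750/well, had 48 h compound exposure at 37 °C.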
KB-3-1 cytotox: kills parental KB-3-1 adenocarcinoma cells. KB-3-1 viability, CellTiter-Glo ATP luminescence, 72 h. Potency, µM (top dose mostly 46.1 µM), inactives show top-dose activity change, negative = cytotoxic, usual class: cytotoxic. 400,000 compounds, 1.4% hits. AID 1347075; note: potency is the fitted concentration of half-maximal effect; % is set by controls: 0 for no effect and ±100 for the full control effect; nearly all actives have a fitted effect of over 60% in size
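Parental KB-3-1 viability, qHTS format: 72 h compound exposure, 37 °C; CellTiter-Glo; media-only wells and DMSO plates as controls; concentration-effect fits on corrected data.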
WRN inhibitor: WRN helicase (human) inhibition; 360,000 compounds, 0.46% hits; WRN helicase unwinding, fluorescent forked duplex, kinetic; Potency, µM (series often up to 114 µM), for the others: top-dose activity change, negative = inhibition, hits mostly inhibitors; Q14191; note: potency is the fitted concentration of half-maximal effect; % is set by controls: 0 for no effect and ±100 for the full control effect; nearly all actives have a fitted effect of over 55% in size
Target sequence (Q14191 whole entry, looked up): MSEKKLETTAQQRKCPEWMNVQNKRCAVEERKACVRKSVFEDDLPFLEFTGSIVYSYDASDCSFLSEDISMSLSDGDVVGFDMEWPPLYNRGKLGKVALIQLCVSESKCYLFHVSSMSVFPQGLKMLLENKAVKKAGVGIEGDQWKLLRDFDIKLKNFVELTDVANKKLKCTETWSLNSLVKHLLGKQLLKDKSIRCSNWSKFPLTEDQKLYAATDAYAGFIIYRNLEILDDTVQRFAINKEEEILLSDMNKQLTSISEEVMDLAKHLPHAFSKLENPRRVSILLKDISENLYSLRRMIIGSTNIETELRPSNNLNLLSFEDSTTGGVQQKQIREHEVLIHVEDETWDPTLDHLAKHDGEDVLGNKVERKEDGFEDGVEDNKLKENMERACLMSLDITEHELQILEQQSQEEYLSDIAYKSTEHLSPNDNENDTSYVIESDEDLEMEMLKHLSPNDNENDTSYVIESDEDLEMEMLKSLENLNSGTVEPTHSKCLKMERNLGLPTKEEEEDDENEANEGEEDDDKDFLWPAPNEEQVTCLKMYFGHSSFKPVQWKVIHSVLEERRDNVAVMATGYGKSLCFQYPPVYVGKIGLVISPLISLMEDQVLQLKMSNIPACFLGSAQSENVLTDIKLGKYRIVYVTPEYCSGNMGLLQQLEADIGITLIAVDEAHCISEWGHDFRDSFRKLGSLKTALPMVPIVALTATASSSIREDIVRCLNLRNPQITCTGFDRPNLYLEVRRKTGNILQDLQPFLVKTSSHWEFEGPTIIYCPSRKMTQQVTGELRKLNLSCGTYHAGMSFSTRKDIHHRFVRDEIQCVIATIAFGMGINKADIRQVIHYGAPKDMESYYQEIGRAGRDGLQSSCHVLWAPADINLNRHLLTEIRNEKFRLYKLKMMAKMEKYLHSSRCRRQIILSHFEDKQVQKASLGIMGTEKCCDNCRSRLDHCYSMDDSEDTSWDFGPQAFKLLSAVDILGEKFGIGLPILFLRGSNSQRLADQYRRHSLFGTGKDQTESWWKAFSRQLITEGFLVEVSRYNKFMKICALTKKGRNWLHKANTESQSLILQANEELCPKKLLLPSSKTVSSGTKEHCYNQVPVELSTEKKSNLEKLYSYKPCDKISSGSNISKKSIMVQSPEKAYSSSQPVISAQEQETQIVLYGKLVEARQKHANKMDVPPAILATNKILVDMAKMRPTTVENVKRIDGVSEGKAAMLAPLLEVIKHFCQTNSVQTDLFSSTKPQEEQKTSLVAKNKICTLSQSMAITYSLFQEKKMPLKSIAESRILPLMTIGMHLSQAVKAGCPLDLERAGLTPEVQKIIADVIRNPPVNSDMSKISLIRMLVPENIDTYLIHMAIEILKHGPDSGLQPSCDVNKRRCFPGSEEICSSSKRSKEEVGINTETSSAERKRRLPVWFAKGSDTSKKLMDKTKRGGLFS
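WRN at 20 nM final was preincubated with compound for 15 min at room temperature; reaction started with 100 nM forked duplex oligonucleotide carrying fluorophore and quencher plus 2 mM ATP (final). Unwinding followed kinetically by red fluorescence (ex 525/em 598 nm).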
HT1080NT lethal: kills 2HG-producing HT-1080-NT fibrosarcoma cells | HT-1080-NT fibrosarcoma viability, CellTiter-Glo ATP luminescence, 48 h | Potency, µM (top dose mostly 46.1 µM), inactives show top-dose activity, negative = less viability, usual class: cytotoxic | 360,000 compounds, 1.6% hits;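 note: NT is the 2HG producing partner of a matched IDH1 knockdown line; potency is the fitted concentration of half-maximal effect; 0% = DMSO-treated cells and -100% = media-only wells without cells; nearly all actives have a fitted effect of over 55% in size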
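HT-1080-NT fibrosarcoma cells (2HG-overproducing), 750 cells/well in RPMI with 5% FBS, dosed after 2 h and incubated 48 h at 37C. CellTiter-Glo luminescence normalized to DMSO and no-cell wells; concentration-response curves fitted and classed.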
ATXN2 expr inh: inhibitors of ATXN2 expression; HEK-293 ATXN2-luciferase reporter, luminescence, 24 h; Potency, µM (highest dose often 57 µM), for inactives: at the top dose activity change, negative = inhibition, usual class: inhibitors; 360,000 compounds, 0.72% hits; AID 1745845; note: potency is the fitted concentration of half-maximal effect; % is set by controls: 0 for no effect and ±100 for the full control effect; nearly all actives have a fitted effect of over 55% in size
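ATXN2-luciferase reporter cells (luciferase flanked by upstream and downstream ATXN2 gene portions) were treated 24 h at 37 °C with compounds at up to 57 uM. SteadyGlo luminescence gave expression; GF-AFC fluorescence gave viability.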
IL-1B inflam inh: inhibitors of inflammasome signaling (IL-1 beta secretion); THP-1 LPS/ATP IL-1B secretion, AlphaLISA, 16 h; stronger effect = lower value; 360,000 compounds, 4.7% hits; AID 743279; activity change, % at 57.5 µM; in the data active = activity change below about -50%; inconclusive = mostly about -30% to -49%; note: % is set by controls: 0 for no effect and ±100 for the full control effect
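THP-1 cells pretreated 1 hr with compounds (up to 57.5 uM final), then stimulated with LPS (250 ng/mL final) plus ATP (1.25 mM final); secreted IL-1B measured by AlphaLISA after 16 hr, decreased signal indicating inhibition.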
KB-V1 cytotox: KB-V1 MDR subline cytotoxicity; AID 1347076; Potency, µM (highest dose often 46.1 µM), for inactives: at the top dose activity change, negative = cytotoxicity, most hits filed as cytotoxic; 400,000 compounds, 3.4% hits; KB-V1 MDR cells viability, CellTiter-Glo, 72 h; note: potency is the fitted concentration of half-maximal effect; % is set by controls: 0 for no effect and ±100 for the full control effect; nearly all actives have a fitted effect of over 60% in size
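Readout: CellTiter-Glo luminescence, 10 min after addition. Cells: KB-V1 MDR subline, 72 h at 37 degrees C with compound. Analysis: corrected, normalized data fitted to concentration-effect curves.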
The depositor's hits bear a star; ? = inconclusive; · = not tested or not shown; [ ] = dose if it differs, or a comment. Unless noted, calls come from the whole dose curve; as a rule, active = well fitted curve in the direction sought with a large enough effect; inconclusive = small, poorly fitted or top-dose-only effect, or another doubt; inactive = no such curve, though single readings can be large; an effect the other way counts as inactive or inconclusive.

mol,SW480 rerep,MCF10A rerep,HT1080 IDH1KD tx,KB-3-1 cytotox,WRN inhibitor,HT1080NT lethal,ATXN2 expr inh,IL-1B inflam inh,KB-V1 cytotox
N#Cc1c(NCc2ccccc2)ccnc1NCc1cccnc1,-7%,9%,-26%,-18%,2%,-4%,34%,?,-26%
CS(=O)(=O)N1CCC(C(=O)Nc2ccc(Cl)c(C(F)(F)F)c2)CC1,-5%,0%,-23%,-4%,-3%,?,-9%,-11,?
CSCCC(NC(=O)c1ccco1)C(=O)NNC(=O)c1n[nH]c(=O)c2ccccc12 (centres undefined),14%,1%,0%,-1%,0%,-3%,3%,2,-36%
CCCCc1cc(=O)oc2cc(OCC(=O)NCCN3CCOCC3)ccc12,26%,0%,11%,22%,-1%,5%,1%,-2,15%
Cc1cccc(CN2CCN(C3CN(Cc4ccc([N+](=O)[O-])cc4)S(=O)(=O)C3)CC2)c1 (centres undefined),·,·,?,-1%,-1%,-7%,1%,-7,14%
S=C1NC[C@H](Cc2ccccc2)N1CC1CCN(CCCCc2ccccc2)CC1,?,?,1%,24%,-2%,3%,1%,-19,-20%
CC(=O)Nc1cnc(-c2cccc(C(=O)N(C)C)c2)cn1,·,·,0%,0%,-6%,13%,28%,17,26%
CCc1ccc(OCC(=O)NC(NC(=S)Nc2ccc(C)cc2C)C(Cl)(Cl)Cl)cc1 (centres undefined),22%,?,?,?,-27%[57.1 µM],?,?,-16,?
COc1cccc(CN2CCC(n3nccc3NC(=O)CCOc3ccccc3)CC2)c1,9%,1%,-12%,-19%,0%,-10%,-19%,-23,-17%
CCOc1ccc(-n2c(SCC(=O)NC)nnc2-c2ccco2)cc1,-8%,-2%,-1%,-9%,-11%,3%,4%,6,0%
COC(=O)CC/C(O)=C1\C(=O)CC(C)(C)CC1=NCc1nc2ccccc2[nH]1,0%,?,1%,-3%,7%,6%,-5%,16,-1%
CCOC(=O)N1CCC(N2CCCC(C(=O)c3cccc(OC(C)C)c3)C2)CC1 (centres undefined),-13%,13%,-6%,-6%,-4%,-16%,-15%,?,4%
COc1ccccc1C1NC(=O)NC(C)=C1C(=O)OC1CCCC(C)C1 (centres undefined),-28%,?,14%,-4%,3%,23%,-13%,-9,0%
COc1ccccc1CCC(=O)NNC(=O)c1ccncc1,-383%[inhibitor],11%,0%,-4%,1%,3%,-9%,-8,7%
CN(C)S(=O)(=O)c1cccc(NC(=O)CCNC(=O)Nc2ccccc2)c1,-13%,5%,4%,-18%,12%,3%,10%,26,8%
CCOC(=O)c1ccc2[nH]c3c(c2c1)CCCCC3=O,0%,-3%,-5%[9.24 µM],5%,-7%[57.1 µM],?,9%,-25,-10%
Cc1ccc(S(=O)(=O)N2[C@@H](c3ccc(C#N)cc3)C(C(=O)O)=C[C@H]2C(C)(C)C)cc1,-2%,-1%,0%,0%,-14%,-6%,-6%,0,0%
CCOC(=O)C(N)CSC1CC(=O)N(CCc2ccccc2)C1=O (centres undefined),-46%[inhibitor],?,-4%,26%,0%,-20%,-5%,0,6%
CCOc1cccc(C(=O)Nc2cccc(-c3nnc(-c4ccccc4)o3)c2)c1,?,?,0%,4%,-12%,0%,-30%,-73*,21%
Cc1ccc2cc(CN(c3cccc(C)c3C)S(=O)(=O)c3ccccc3)c(=O)[nH]c2c1,19%,9%,-1%,-1%,2%,8%,12%,29,-10%

Next section, overlapping the part above by 7 compounds.
mol,SW480 rerep,MCF10A rerep,HT1080 IDH1KD tx,KB-3-1 cytotox,WRN inhibitor,HT1080NT lethal,ATXN2 expr inh,IL-1B inflam inh,KB-V1 cytotox
COc1ccccc1CCC(=O)NNC(=O)c1ccncc1,-383%[inhibitor],11%,0%,-4%,1%,3%,-9%,-8,7%
CN(C)S(=O)(=O)c1cccc(NC(=O)CCNC(=O)Nc2ccccc2)c1,-13%,5%,4%,-18%,12%,3%,10%,26,8%
CCOC(=O)c1ccc2[nH]c3c(c2c1)CCCCC3=O,0%,-3%,-5%[9.24 µM],5%,-7%[57.1 µM],?,9%,-25,-10%
Cc1ccc(S(=O)(=O)N2[C@@H](c3ccc(C#N)cc3)C(C(=O)O)=C[C@H]2C(C)(C)C)cc1,-2%,-1%,0%,0%,-14%,-6%,-6%,0,0%
CCOC(=O)C(N)CSC1CC(=O)N(CCc2ccccc2)C1=O (centres undefined),-46%[inhibitor],?,-4%,26%,0%,-20%,-5%,0,6%
CCOc1cccc(C(=O)Nc2cccc(-c3nnc(-c4ccccc4)o3)c2)c1,?,?,0%,4%,-12%,0%,-30%,-73*,21%
Cc1ccc2cc(CN(c3cccc(C)c3C)S(=O)(=O)c3ccccc3)c(=O)[nH]c2c1,19%,9%,-1%,-1%,2%,8%,12%,29,-10%
NS(=O)(=O)c1ccc(NC(=O)c2ccccc2Cl)cc1,-1%,0%,-3%,0%,-3%,-2%,-15%,42,29%
Cn1c(=O)oc2cc(S(=O)(=O)N3CCCC(C(=O)Nc4ccc5c(c4)OCCO5)C3)ccc21 (centres undefined),7%,4%,3%,-19%,-3%,14%,0%,-6,20%
CC(C)CNC(=O)c1ccc2c(c1)C(=O)N(Cc1ccco1)C2=O,3%,2%,9%,7%,-1%,6%,1%,30,?
Cc1cccc(OCC(=O)Nc2ccc3c(c2)OCCO3)c1,-4%[9.22 µM],-4%,12%,24%,-1%,?,61%[activator],-29,-17%
O=C(COc1ccc(F)cc1Cl)N1CCN(C(=O)c2cccs2)CC1,-1%,3%,1%,-4%,-8%,-4%,-3%,-13,?
CC(C)=CCC[C@](C)(O)C1CC[C@]2(C)C1C(O)CC1[C@@]3(C)CCC(O)C(C)(C)C3C(O[C@@H]3OC(CO)C(O)C(O)C3O[C@@H]3OC(C)C(O)C(O)C3O)C[C@]12C (some centres undefined),-4%,?,2%,-2%,2%,-4%,-4%,4,16%
CCC(C)[C@H](NC(=O)NCCCn1ccnc1)C(=O)OC (some centres undefined),18%,8%,0%,0%,6%,-2%,-7%,12,-1%
c1cncc(-c2cn(C[C@H]3CC[C@H](Cn4cc(-c5cccnc5)nn4)O3)nn2)c1,-7%,-1%,-2%,6%,1%,2%,-2%,-3,0%
CC(=O)C(C(C)=O)c1c(Cl)c(O)c(O)c2c(C(=O)c3ccccc3)coc12,0%[9.22 µM],?,12µM*,13µM*,-7%[11.6 µM],?,25µM*,-16,?
CC(O)c1nc2ccccc2n1Cc1nnc(-c2ccc(Cl)cc2)o1 (centres undefined),-2%,-1%,4%,2%,-3%,-2%,-12%,1,-3%
CN(C)c1ncnc2c1ncn2C1CCCCO1 (centres undefined),-11%,-36%,9%,10%,1%,15%,1%,-16,?
COC(C[C@@H](O)C[C@H](O)COCc1ccccc1)OC,-7%,12%,14%,16%,-3%,16%,7%,18,12%
C[C@H]1[C@H]2c3nc4ccccc4n3C[C@H]1ON2C1CCCCC1,-10%,2%,6%,18%,6%,11%,2%,10,-7%
CN(C)CCNc1nc2c(c(=O)[nH]c(=O)n2C)n1CC(O)COc1ccc(Cl)cc1 (centres undefined),6%,-8%,-5%[9.24 µM],7%,-10%[57.1 µM],-4%,5%,5,2%
O=C(NC1CCCCC1)c1cc(Cl)nc2ccccc12,2%,-1%,0%,6%,1%,-2%,7%,21,?
CCN(Cc1nc(-c2cccc(C)c2)no1)C(=O)c1ccco1,4%,-1%,-4%,-4%,1%,-5%,36%[activator],11,-21%
CCC1(C)Cc2c(sc3nnn(CC(=O)Nc4ccc(Cl)cc4)c(=O)c23)CO1 (centres undefined),3%,-1%,?,0%,-11%,?,-38%,-26,-1%
CCOC(=O)N1CCN(C(=O)c2cnsn2)CC1,-7%,-6%,3%,-2%,-6%,2%,-2%,6,0%
CCn1c(COc2ccccc2)nnc1SCC(=O)Nc1ccc(N2CCOCC2)cc1,-61%[inhibitor],-6%,-15%,-1%,11%,-18%,-2%,11,?
O=C(O)CNC(=O)CC12CC3CC(CC(C3)C1)C2,-1%,-13%,5%,6%,-23%[57.1 µM],10%,2%,8,-8%
CSc1ncc(C(=O)Nc2cccc(Cl)c2)c(C)n1,4%,3%,5%,1%,-3%,4%,·,8,-11%

Compounds were not picked by outcome (roughly 12% active in at least one column).
